# Assay outcomes from PubChem.
# Rab2 wt GTP: changes GTP binding to wildtype dog Rab2A, up or down | GST-Rab2 wt beads, Bodipy-GTP binding, flow cytometry | P61105 | GTP binding activity, % at 10 µM | actives 0.19% (n = 190,000);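 active = GTP binding activity at least 20 points away from 100%, either lowered or raised; inconclusive = signal likely due to the compound's own green fluorescence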;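 note: 0% = beads with excess unlabeled GTP and 100% = no-compound control corrected for plate trend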
# Bcl-2 Bim block: disrupts Bim peptide binding to human Bcl-2; inhibition, % at 10 µM; actives 0.06% (n = 190,000); Bead-based flow cytometry, Bim peptide-Bcl-2 binding; in the data active = inhibition above about 40%; inconclusive = no clear call, values can overlap the other calls;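 note: 0% = no compound wells with probe peptide and 100% = reference peptide inhibitor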
# Target sequence (P10415 whole entry, looked up): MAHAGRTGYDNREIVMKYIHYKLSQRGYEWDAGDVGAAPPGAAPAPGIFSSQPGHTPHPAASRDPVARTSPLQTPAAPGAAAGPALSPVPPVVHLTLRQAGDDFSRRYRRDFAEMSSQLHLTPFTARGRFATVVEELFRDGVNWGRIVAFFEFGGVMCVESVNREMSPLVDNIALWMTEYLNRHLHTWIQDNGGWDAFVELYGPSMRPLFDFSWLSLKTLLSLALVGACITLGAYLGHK
# Rac1 wt GTP bind: modulators of human Rac1 wildtype GTP binding; GST-Rac1 beads, fluorescent GTP binding, flow cytometry; actives lie on both sides; 0 = cold GTP competed, 100 = untreated; GTP binding activity (% of control), % at 10 µM; actives 0.27% (n = 190,000);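 active = GTP binding activity at least 20 points away from the 100% control level, either lower or higher; inconclusive = compound flagged as likely green fluorescent, judged across all proteins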
# Rab7 wt modul: modulators of GTP binding to dog Rab7 wildtype GTPase; GST-Rab7 beads, fluorescent GTP binding, flow cytometry; actives lie on both sides; untreated = 100%, excess cold GTP = 0%; GTP binding activity (percent of control), % at 10 µM; actives 0.055% (n = 190,000);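 active = fluorescent GTP binding to Rab7 beads changed by at least 20 points from the 100% baseline, either direction, mostly lower; inconclusive = compound itself probably fluorescent, or too few beads counted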;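 note: median green fluorescence of bound Bodipy-FL-GTP per Rab7 bead population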
# Cdc42 wt: human Cdc42 wildtype GTP binding change, either direction | AID 761 | GST-Cdc42 beads, Bodipy-GTP binding, flow cytometry; actives lie on both sides | percent activity (GTP binding), % at 10 µM | P60953 | actives 0.2% (n = 190,000);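 active = percent activity GTP binding at least 20 points away from the 100% baseline, either down as inhibitor or up as activator; inconclusive = compound flagged as likely green fluorescent from well-wide comparison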;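 note: median bead fluorescence of bound Bodipy-FL-GTP at 100 nM; 0% = excess unlabeled GTP control and 100% = no compound control; below 100% means less GTP binding so inhibitor and above means activator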
# Target sequence (P60953 whole entry, looked up): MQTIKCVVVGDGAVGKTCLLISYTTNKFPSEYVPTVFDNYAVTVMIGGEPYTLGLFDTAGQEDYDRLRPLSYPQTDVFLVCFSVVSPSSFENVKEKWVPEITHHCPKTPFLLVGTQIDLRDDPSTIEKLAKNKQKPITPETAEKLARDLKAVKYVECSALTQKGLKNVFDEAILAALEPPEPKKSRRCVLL
# HRas wt GTP bind: modulators of GTP binding to human HRas wildtype; P01112; GST-Ras wt beads, Bodipy-FL-GTP binding, flow cytometry; actives lie on both sides; GTP binding activity, % at 10 µM; actives 0.14% (n = 190,000); AID 759;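 active = GTP binding activity at least 20% away from the 100% baseline, either lowered as inhibitor or raised as activator; inconclusive = flagged as likely green fluorescent, judged across all proteins in the well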;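 note: 0% = unlabeled GTP competition control and 100% = no-compound control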
# Target sequence (P01112 whole entry, looked up): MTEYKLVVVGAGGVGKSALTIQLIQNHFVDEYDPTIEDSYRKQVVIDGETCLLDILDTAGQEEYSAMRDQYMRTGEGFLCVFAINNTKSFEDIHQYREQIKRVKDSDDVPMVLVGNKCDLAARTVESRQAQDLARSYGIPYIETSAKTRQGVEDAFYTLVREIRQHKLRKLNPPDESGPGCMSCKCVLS
# Bcl-W Bim block: disrupts Bim peptide binding to human Bcl-W; inhibition, % at 10 µM; actives 0.02% (n = 190,000); AID 952; Q92843; bead-based flow cytometry;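 note: 0% = bound tracer without compound and 100% = peptide blocker; higher means less fluorescent Bim peptide bound to Bcl-W beads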
# Target sequence (Q92843 whole entry, looked up): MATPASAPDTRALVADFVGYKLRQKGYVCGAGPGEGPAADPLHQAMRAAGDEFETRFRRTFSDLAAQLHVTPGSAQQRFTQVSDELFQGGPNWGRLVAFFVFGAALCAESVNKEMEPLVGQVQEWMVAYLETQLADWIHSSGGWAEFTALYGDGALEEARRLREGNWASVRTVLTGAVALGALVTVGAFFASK
# Bim-Bfl-1: human Bim-Bfl-1 interaction inhibition. Bead-based flow cytometry, Bim-Bfl-1 binding inhibition. inhibition, % at 10 µM. actives 0.12% (n = 190,000);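 note: 0% = wells without compound plus tracer and 100% = blocker peptide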
# Bim-Bcl-XL: human Bim-Bcl-XL interaction inhibition; actives 0.04% (n = 190,000); Q07817; inhibition, % at 10 µM; Bim peptide-Bcl-XL binding, bead flow cytometry, fluorescence
# Bcl-B Bim block: disrupts Bim peptide binding to human Bcl-B; inhibition, % at 10 µM; actives 0.073% (n = 190,000); bead-based flow cytometry; Q9HD36;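 note: 0% = tracer peptide without compound and 100% = reference inhibitor peptide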
# Target sequence (Q9HD36 whole entry, looked up): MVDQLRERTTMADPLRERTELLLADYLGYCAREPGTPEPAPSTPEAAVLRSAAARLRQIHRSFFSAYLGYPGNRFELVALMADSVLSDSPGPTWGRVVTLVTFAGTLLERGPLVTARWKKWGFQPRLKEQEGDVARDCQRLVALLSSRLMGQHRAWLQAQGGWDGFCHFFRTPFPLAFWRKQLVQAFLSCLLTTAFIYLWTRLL
# Rac1 mut GTP: modulators of GTP binding to human Rac1 activated mutant | P63000 | GST-Rac1 activated beads, fluorescent GTP binding, flow cytometry; actives lie on both sides; 100% means binding = to untreated wells | percent activity (GTP binding), % at 10 µM | actives 0.11% (n = 190,000) | AID 764;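 active = GTP binding at least 20 percentage points away from the 100% baseline, in either direction, so actives lie on both sides; inconclusive = Compound likely fluorescent itself, or too few beads counted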
# Numbers without * were called inactive; ? = inconclusive. Cut-off read from the data, not from the text of the source, unless noted: active = inhibition above about 40%.
Bim-Bfl-1	Cdc42 wt	Rab2 wt GTP	Rac1 wt GTP bind	Rac1 mut GTP	Bim-Bcl-XL	Bcl-B Bim block	HRas wt GTP bind	Rab7 wt modul	Bcl-2 Bim block	Bcl-W Bim block	SMILES
-2	100	99	102	98	-2	-1	100	97	-4	0	CC(C)Sc1nc2c(c(=O)[nH]c(=O)n2C)n1C
-19	104	102	104	102	-8	-8	102	103	-8	-4	COc1ccc(CNCc2cccc(Cl)c2)cc1
0	103	105	103	100	1	-1	105	101	-1	0	C=CCN(C(=O)CNC(=O)c1ccco1)C(C(=O)NC1CCCCC1)c1ccc(F)cc1 (stereo not given)
5	96	97	92	97	4	2	94	94	0	2	CC(=O)N1CCN(c2ccc([N+](=O)[O-])cc2C#N)CC1
-9	96	97	98	97	0	-5	98	96	-4	0	CCn1ccnc1C(O)c1cccc(OC)c1OC (stereo not given)
-4	101	100	99	99	-4	0	98	97	-2	-3	CC(C)[C@H](NC(=O)c1ccco1)C(=O)OCC(=O)N1CC(=O)Nc2ccccc21
-1	98	95	100	98	-3	-3	99	96	-6	0	Cn1c(=O)cc(SCC(=O)NCCC2=CCCCC2)c2cc(Cl)ccc21
-7	102	102	105	99	-2	-5	104	101	-3	1	CCCCN(C)CCCNC(=O)CC1Oc2ccccc2NC1=O (stereo not given)
-18	103	103	109	100	-6	-9	104	99	-8	-2	Cc1cc(Cl)c(S(=O)(=O)NCc2cccnc2)cc1OCC(N)=O
2	100	100	101	98	12	50*	100	103	18	11	COC(=O)Cc1ccc(NC(=S)N2CCN(c3cccc(O)c3)CC2)cc1
-2	103	104	104	100	-11	-3	102	101	0	-4	COc1ccc(CN(C(=O)CN2C(=O)C(C)Oc3ccccc32)C2CCCC2)c(OC)c1 (stereo not given)
-8	102	99	111	100	-4	-7	103	102	-5	0	O=C(O)CCn1c(=O)[nH]c2ccccc2c1=O
-2	101	98	100	98	-5	-5	99	99	-2	-4	CCN(CC)S(=O)(=O)c1ccc(/C=C/C(=O)Nc2ccc(F)cc2F)cc1
-3	105	104	103	99	-1	-5	103	101	-6	0	O=C(COc1ccccc1)N1CCc2ccccc2C1
0	102	97	108	100	-1	-5	102	102	-1	-3	COC(=O)Nc1nnc(/C=C/c2ccccc2)s1
-11	100	100	102	100	-6	-4	101	99	0	-4	O=C(CSc1nc2cc(Cl)ccc2s1)NC1CCCc2ccccc21 (stereo not given)
-3	100	96	98	92	-10	-7	97	95	-6	-7	Nc1nc(N2CCN(C(=O)c3ccco3)CC2)nc2ccccc12
0	103	102	104	99	-6	-8	100	103	0	-3	CC(C)C(=O)NC(NC(=S)Nc1ccc(S(N)(=O)=O)cc1)C(Cl)(Cl)Cl (stereo not given)
-5	105	100	104	99	-8	-12	101	98	-21	-2	O=C(O)[C@H]1CCCC[C@H]1C(=O)Nc1cc([N+](=O)[O-])ccc1F
-4	94	96	92	95	-1	-13	94	95	-8	0	CCOC(=O)Cc1ccc(NS(=O)(=O)c2ccc(SC)cc2)cc1
-5	93	96	95	95	0	-1	94	96	2	-2	O=C(CCn1nc(-c2ccccc2)c2ccccc2c1=O)Nc1cccnc1
-1	97	97	98	96	-2	-10	97	96	0	2	CS(=O)(=O)N(CC(=O)Nc1ccccc1C(=O)NCc1ccccc1)c1ccc2c(c1)OCCO2
-9	94	99	100	96	-3	-10	103	107	-2	0	CN(C)S(=O)(=O)N1CCC(CO)(Cc2cccc(C(F)(F)F)c2)CC1
-6	93	97	98	93	-2	-3	94	104	-3	0	O/N=C/c1cn(-c2ccc(Cl)cc2)nn1

# Nine entries already listed, ordered by count of non-hydrogen atoms, low to high:
Bim-Bfl-1	Cdc42 wt	Rab2 wt GTP	Rac1 wt GTP bind	Rac1 mut GTP	Bim-Bcl-XL	Bcl-B Bim block	HRas wt GTP bind	Rab7 wt modul	Bcl-2 Bim block	Bcl-W Bim block	SMILES
-6	93	97	98	93	-2	-3	94	104	-3	0	O/N=C/c1cn(-c2ccc(Cl)cc2)nn1
0	102	97	108	100	-1	-5	102	102	-1	-3	COC(=O)Nc1nnc(/C=C/c2ccccc2)s1
-3	105	104	103	99	-1	-5	103	101	-6	0	O=C(COc1ccccc1)N1CCc2ccccc2C1
-5	105	100	104	99	-8	-12	101	98	-21	-2	O=C(O)[C@H]1CCCC[C@H]1C(=O)Nc1cc([N+](=O)[O-])ccc1F
-3	100	96	98	92	-10	-7	97	95	-6	-7	Nc1nc(N2CCN(C(=O)c3ccco3)CC2)nc2ccccc12
-11	100	100	102	100	-6	-4	101	99	0	-4	O=C(CSc1nc2cc(Cl)ccc2s1)NC1CCCc2ccccc21 (stereo not given)
-2	101	98	100	98	-5	-5	99	99	-2	-4	CCN(CC)S(=O)(=O)c1ccc(/C=C/C(=O)Nc2ccc(F)cc2F)cc1
-5	93	96	95	95	0	-1	94	96	2	-2	O=C(CCn1nc(-c2ccccc2)c2ccccc2c1=O)Nc1cccnc1
-1	97	97	98	96	-2	-10	97	96	0	2	CS(=O)(=O)N(CC(=O)Nc1ccccc1C(=O)NCc1ccccc1)c1ccc2c(c1)OCCO2

# Later entries
Bim-Bfl-1	Cdc42 wt	Rab2 wt GTP	Rac1 wt GTP bind	Rac1 mut GTP	Bim-Bcl-XL	Bcl-B Bim block	HRas wt GTP bind	Rab7 wt modul	Bcl-2 Bim block	Bcl-W Bim block	SMILES
0	91	90	92	91	-1	-2	94	91	1	-2	CCN(CC)CCCNC(=O)Cn1nc(-c2ccccc2)ccc1=O
-3	100	101	99	99	-2	-5	102	103	-3	-1	O=C(CCCOc1ccccc1)Nc1nncs1
-8	103	100	108	97	-1	0	102	102	-3	3	Cc1c(N(C)C(=O)c2ccccc2F)c(=O)n(-c2ccccc2)n1C
-5	103	100	103	102	-4	0	101	100	0	-1	COc1cc(C=O)ccc1OCC(=O)N1CCOCC1
-22	99	101	101	95	-7	-11	99	102	-11	0	COc1ccc(-c2[nH]ncc2/C=N\NS(=O)(=O)c2ccc(Cl)cc2)cc1
1	97	93	97	95	0	0	96	94	1	0	COc1cc(C=C2C(=O)OC(C)(C)OC2=O)ccc1OCC(=O)Nc1ccccc1
-2	101	99	102	98	3	-2	102	101	-3	0	Cc1ccc(C)c(N(CC(=O)NCCSCc2ccco2)S(C)(=O)=O)c1
-4	99	99	98	96	-2	-2	102	101	-1	-3	CN(C)CCOC(c1ccc(Cl)cc1)c1ccccn1 (stereo not given)
-6	102	100	111	100	-2	-4	104	101	-7	3	CS(=O)(=O)N(CC(=O)NCC1CCCO1)Cc1ccc(Cl)cc1 (stereo not given)
3	97	93	94	94	0	-2	96	97	0	-1	O=C(Nc1ccc(Cl)cc1)c1ccc(Br)cc1F
0	101	101	100	100	0	-1	100	102	0	-1	COc1ccc2nc(SCC(=O)/C(C#N)=C(\C)N)[nH]c2c1
1	96	97	103	96	1	-2	96	97	10	0	COc1ccc2oc(=O)c(C(=O)NCc3ccccn3)cc2c1
-10	100	102	96	95	-2	-4	99	103	-1	-1	C=CCNC(=O)Nc1ccc2nc(C)sc2c1
-4	95	98	94	93	0	-2	97	104	-1	0	Cn1cc(S(=O)(=O)N2CCCC(C(=O)O)C2)cn1 (stereo not given)
-3	99	101	99	97	-1	0	100	102	2	0	COCC(=O)Nc1cc(Cl)ccc1C
-8	98	100	99	98	-5	-6	98	100	-6	-2	O=C(N/N=C/c1cccs1)c1cccc2cc[nH]c12
1	102	100	114	98	0	-2	99	99	3	1	COCCNC(=O)C(c1cccs1)N(C(=O)Cn1nnc2ccccc21)c1cccc(C)c1 (stereo not given)
-6	103	100	105	100	1	-1	101	99	1	3	CCOc1cc(/C=N/N=C(/N)c2nonc2N)cc(Br)c1OCc1ccc(Cl)cc1
-2	95	98	99	95	0	-6	100	110	1	2	COc1ccc2nc(NNC(=O)COc3ccccc3)sc2c1
-6	101	100	102	98	-2	-5	100	100	-9	0	CC(NC(=O)CSc1n[nH]c(=O)n1C1CC1)C12CC3CC(CC(C3)C1)C2 (stereo not given)
0	101	100	102	99	-8	-9	98	97	-3	-9	CCCCCC(=O)NNC(=O)Nc1ccccc1
0	93	96	97	95	-2	-4	94	90	-4	-3	C=CCn1c(COc2cc(C)ccc2C(C)C)nnc1SCC(=O)c1c(N)n(C)c(=O)n(C)c1=O
-6	92	98	96	96	0	-3	99	101	-2	1	CCN(CC)C(=O)c1ccccc1NC(=O)CN1C(=O)c2ccccc2C1=O
-6	102	99	101	100	-2	-5	99	97	1	1	CCCn1c(N/N=C(C)\C=C\c2ccccc2)nc2c1c(=O)[nH]c(=O)n2C
-11	99	99	98	96	0	-8	99	102	-11	1	CCCn1c(C(Cc2ccccc2)NC(=O)COC)nc2ccccc21 (stereo not given)
-11	101	101	99	96	5	-6	100	102	-9	5	CC1=C(C(=O)OC(C)C)C(c2coc3ccccc3c2=O)C2=C(CCCC2=O)N1 (stereo not given)
-2	100	100	101	99	-1	1	100	101	0	0	CCn1c(CNC(=O)c2cccs2)nnc1SCC(=O)Nc1cc(Cl)ccc1C
-7	102	99	104	100	-2	-1	102	100	-4	-1	CCOC(=O)C1CCN(S(=O)(=O)c2nc3nc(C)cc(C)n3n2)CC1
-16	?	?	?	?	-5	-8	?	?	-14	0	Brc1ccc(/C=N/Nc2ccc3ccccc3n2)cc1
-5	96	96	99	95	-3	-7	96	93	0	-4	Cc1c(Cl)cccc1NC(=O)CCCn1nc([N+](=O)[O-])cc1C
-7	103	101	106	99	0	-3	101	103	-2	1	CCOC(=O)C1CCCn2c1nc1sc3c(c1c2=O)CCCC3 (stereo not given)
-13	102	102	104	97	-4	-8	101	101	-6	-1	CCn1cc(C(=O)NCC2CCCO2)c(=O)c2cc(S(=O)(=O)N(C)C3CCCCC3)ccc21 (stereo not given)
-13	95	97	93	93	-3	-8	98	99	-9	-3	COc1ccccc1-n1cnnc1SCC(=O)c1ccc[nH]1
-4	98	98	98	96	-4	-9	99	101	-5	-7	O=C(CCOc1ccccc1)Nc1ccccc1[N+](=O)[O-]
-1	68*	76*	72*	65*	-4	-10	80	79*	-4	-7	Cc1nn(-c2ccc(F)cc2)c(Cl)c1/C=C(\CCC(=O)O)c1nc2ccccc2s1
-3	92	94	92	91	-1	0	93	101	-2	-2	Cn1cccc1/C=C1/SC(=S)N(CC(=O)O)C1=O

# Some of the entries so far, with tabs:
molecule	Bim-Bfl-1	Cdc42 wt	Rab2 wt GTP	Rac1 wt GTP bind	Rac1 mut GTP	Bim-Bcl-XL	Bcl-B Bim block	HRas wt GTP bind	Rab7 wt modul	Bcl-2 Bim block	Bcl-W Bim block
Brc1ccc(/C=N/Nc2ccc3ccccc3n2)cc1	-16	?	?	?	?	-5	-8	?	?	-14	0
Cc1c(Cl)cccc1NC(=O)CCCn1nc([N+](=O)[O-])cc1C	-5	96	96	99	95	-3	-7	96	93	0	-4

# Rows are unselected (roughly 0.62% active in at least one column).
